# Bioassay records (PubChem BioAssay)
# yeast mlh1 rad18 = NCI yeast anticancer drug screen, S. cerevisiae mlh1 rad18 strain; % growth inhibition at 50 µM; actives 11% (n = 79,000);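 further: 0% = growth of vehicle-only cultures of the same strain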
#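 In this whole-cell yeast screen, a strain with altered DNA damage repair is challenged with compound, and its growth is measured against matched vehicle-treated controls.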
# sgs1 mgt1 = NCI yeast anticancer drug screen, S. cerevisiae sgs1 mgt1 strain | % growth inhibition at 50 µM | AID 161 | actives 10% (n = 78,000);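 further: 0% = growth of vehicle-only cultures of the same strain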
#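 Growth of a repair-deficient yeast mutant was monitored after compound treatment and expressed as inhibition relative to vehicle-treated cultures.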
# rad50 = NCI yeast anticancer drug screen, S. cerevisiae rad50 strain; actives 10% (n = 79,000); growth inhibition, % at 50 µM; AID 155;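 further: 0% = growth of vehicle-only cultures of the same strain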
#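 Inhibition values express reduced yeast growth in compound-treated cultures relative to vehicle-treated controls.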
# yeast bub3 = NCI yeast anticancer drug screen, S. cerevisiae bub3 mutant strain; % growth inhibition at 50 µM; actives 9.9% (n = 78,000); AID 167;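 further: 0% = growth of vehicle-only cultures of the same strain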
#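 Screening used yeast with an engineered genetic alteration affecting cell cycle control. Compound-exposed cultures were compared with vehicle cultures, and reduced growth was taken as inhibition.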
# cln2 rad14 = NCI yeast anticancer drug screen, S. cerevisiae cln2 rad14 strain | growth inhibition, % at 50 µM | actives 8.3% (n = 78,000);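 further: 0% = growth of vehicle-only cultures of the same strain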
#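 Each compound was tested on cln2 rad14 yeast. Inhibition of growth was calculated against vehicle-exposed controls.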
# yeast mec2-1 = NCI yeast anticancer drug screen, S. cerevisiae mec2-1 strain; % growth inhibition at 50 µM; actives 9% (n = 79,000); AID 157;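 further: 0% = growth of vehicle-only cultures of the same strain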
#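 Each compound was tested on mec2-1 yeast, a strain altered in DNA damage repair or cell cycle control. Growth inhibition is reported relative to vehicle.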
# * = called active by the depositor; & = joins results of further samples. No stated cut-off is given here; in the data, active means growth inhibition above about 70%; inactive means the rest. Not all compounds are listed, so the mix of outcomes need not match the whole.
1) CC(=O)[O-].CC(=O)[O-].O=C(N/N=C/c1cc(Cl)cc(Cl)c1[OH2+])c1ccncc1.[Zn+2]
2) Nc1ccc(C(=O)O)cc1[As](O)O
3) O=C(CBr)Nc1ccc(Cl)cc1
4) N#CCCCCCCN=[N+]=[N-]
5) c1ccc(N=Nc2ccccc2)cc1
Screen / compound no.	1	2	3	4	5
yeast mlh1 rad18	70*	-18	99*	12	25
sgs1 mgt1	61	6	100*	-4	-4
rad50	31	-15	99*	-1	-1
yeast bub3	33	1	99*	12	-5
cln2 rad14	38	-6	99*	-32	-10
yeast mec2-1	48	-4	99*	-11	-8

6) CCCC[S][Hg][I]
7) Cc1cc(C)c(O)c(C)c1
8) Nc1ccc2c(c1)Oc1ccc(N)cc1O2
9) C/C=C1\C=C(OC)CN(CCc2c[nH]c3ccccc23)C1
10) C=[CH][Pb]([CH]=C)([CH]=C)[O]C(C)=O
Screen / compound no.	6	7	8	9	10
yeast mlh1 rad18	99*	4	5	-5	99*
sgs1 mgt1	98*	-5	1	-12	98*
rad50	92*	10	-23	28	97*
yeast bub3	99*	-5	-6	5	98*
cln2 rad14	39	14	15	-3	99*
yeast mec2-1	99*	-18	1	-5	98*

11) C=C(C)CNC1=C(C)C(=O)C2=C(C1=O)[C@H](COC(N)=O)[C@]1(OC)[C@@H]3N[C@@H]3CN21
12) Cc1ccc(N=Nc2ccc(N(CCCl)CCCl)cc2C)c(C(=O)O)c1
13) CC(C)(C)S.[Hg]
14) CC(=O)O.[Au].c1ccc([PH+](c2ccccc2)c2ccccc2)cc1
15) CCOP(=O)(OCC)C(F)(F)CC1CCCCC1
Screen / compound no.	11	12	13	14	15
yeast mlh1 rad18	75*	20	99*	98*	-10
sgs1 mgt1	13	19	100*	98*	-19
rad50	5	26	100*	98*	-17
yeast bub3	19	26	100*	98*	26
cln2 rad14	24	6	99*	98*	-59
yeast mec2-1	-9	14	100*	98*	-26

16) CC(CCOP(O)OCCC(C)CC(C)(C)C)CC(C)(C)C (stereo unspecified)
17) N#CC1(c2ccccc2)CCCC1
18) O=C(c1ccc(Br)cc1)C1C(c2ccccc2)N1C1CCCCC1 (stereo unspecified)
19) CCN(CC)c1ccc([P+](=O)O)cc1
20) CC(C)[C@](O)(C(=O)OCC1=CC[N+]2([O-])CC[C@@H](O)[C@@H]12)[C@H](C)O (stereo partly specified)
Screen / compound no.	16	17	18	19	20
yeast mlh1 rad18	32	2	91*	-8	-10
sgs1 mgt1	1	-5	97*	-9	4
rad50	9	6	96*	6	-10
yeast bub3	7	-4	95*	-7	-26
cln2 rad14	-38	12	94*	-28	-1
yeast mec2-1	7	8	97*	-9	-46

21) CC12OC1(C)C1C(=O)OCC1C2=O (stereo unspecified)
22) CC(C)NC(C)C(C)c1ccccc1 (stereo unspecified)
23) O=C(O)Cc1ccc(O)c(O)c1.[Pt].c1ccc([PH+](c2ccccc2)c2ccccc2)cc1.c1ccc([PH+](c2ccccc2)c2ccccc2)cc1
24) C/C=C/CC1(CC(C)C)C(=O)NC(=S)NC1=O
25) COc1ccc([Se][Se]c2ccc(OC)cc2OC)c(OC)c1
Screen / compound no.	21	22	23	24	25
yeast mlh1 rad18	-1	11	64	45	88*
sgs1 mgt1	-3	0	38	51	88*
rad50	3	6	43	36	88*
yeast bub3	3	-10	26	24	90*
cln2 rad14	4	-12	42	-36	90*
yeast mec2-1	4	-3	34	26	90*

26) [CH3][Sn]([CH3])([CH3])[O]C(=O)CNC(=O)c1ccccc1
27) ICCCCI
28) Cc1cn([C@H]2CC3C(CON3C)O2)c(=O)[nH]c1=O (stereo partly specified)
29) O=[N+]([O-])c1ccc(/C=C/C=C/C=C/C=C/c2ccc(S(=O)(=O)F)cc2Cl)c(Cl)c1
30) CCNC1=C(N2CC2)C(=O)C(NCC)=C(N2CC2)C1=O
Screen / compound no.	26	27	28	29	30
yeast mlh1 rad18	0	-6	-37	-1	19
sgs1 mgt1	-2	0	1	-15	29
rad50	-9	-3	3	-1	30
yeast bub3	4	-8	-9	-10	13
cln2 rad14	28	4	-4	7	8
yeast mec2-1	-4	-15	8	-3	16

31) O=C1c2ccccc2CCC1Br (stereo unspecified)
32) Nc1ccc2c(c1)Cc1cc(N)ccc1-2
33) COc1cc(C2c3cc4c(cc3OC(O)C2C)OCO4)cc(OC)c1O (stereo unspecified)
34) O=[N+]([O-])c1ccc(Cl)c(Cl)c1
35) CC(Oc1ccc([N+](=O)[O-])cc1Cl)C(=O)Nc1ccc(S(=O)(=O)F)cc1 (stereo unspecified)
Screen / compound no.	31	32	33	34	35
yeast mlh1 rad18	99*	12	-6	26	-13
sgs1 mgt1	99*	57	-24	-8	-9
rad50	99*	60	-13	21	-13
yeast bub3	99*	37	-3	-5	0
cln2 rad14	99*	-4	8	-37	4
yeast mec2-1	99*	15	-50	-5	-14

36) S=P1(Oc2ccccc2)NNP2(=NP(N3CC3)(N3CC3)=NP(N3CC3)(N3CC3)=N2)NN1 (stereo unspecified)
37) [Br][Co][Br].[NH-]CC[NH-].[NH-]CC[NH-]
38) N#CC(C#N)=Cc1ccc(C=C(C#N)C#N)cc1
39) O=C(C(Cl)Cl)N1CCCCC1
40) CC(N)C(=O)c1ccc(O)cc1 (stereo unspecified)
Screen / compound no.	36	37	38	39	40
yeast mlh1 rad18	13	18	-9	40	2
sgs1 mgt1	-15	18	-16	-6	-4
rad50	-6	28	-30	-5	2
yeast bub3	3	23	-16	0	-3
cln2 rad14	15	-7	-15	5	-10
yeast mec2-1	4	16	-40	0	1

41) Clc1ccc(Cl)c2ccccc12
42) COC(=O)/C=C\[C@@H]1[C@H](C)N1S(=O)(=O)c1ccc(C)cc1 (stereo partly specified)
43) CC1(C)N[P+]2(Nc3ccccc3O2)OC1=O (stereo unspecified)
44) CCC12CCCCC1C(NC)Cc1ccc(OC)c(O)c12 (stereo unspecified)
45) ClCCN(CCCl)c1ccc(N=N/C(=N\Nc2ccccc2)c2ccccc2)cc1
Screen / compound no.	41	42	43	44	45
yeast mlh1 rad18	-10	-20	27	0	-21
sgs1 mgt1	-9	-8	8	-7	8
rad50	-14	-21	30	-7	-16
yeast bub3	-10	15	65	2	-28
cln2 rad14	5	5	-2	-5	16
yeast mec2-1	1	-8	19	4	-12

46) O=C(c1ccccc1)c1cc(CN(CCCl)CCCl)c(O)cc1O
47) CCC[CH2][Sn]1([CH2]CCC)[O]C(=O)c2cccc(C)c2[O]1
48) O=C(O)c1ccccc1.[Ag]
49) COc1cc(C2c3[nH]c4ccccc4c3C[C@H]3COC(=O)N23)cc(OC)c1OC (stereo partly specified)
50) C/C=C/C(C)C1(CCC)C(=O)NC(=O)NC1=O (stereo unspecified)
Screen / compound no.	46	47	48	49	50
yeast mlh1 rad18	80*	98*	91*	-10	-4
sgs1 mgt1	43	96*	94*	58	-4
rad50	54	97*	91*	63	0
yeast bub3	29	96*	92*	54	8
cln2 rad14	13	93*	91*	24	-37
yeast mec2-1	18	98*	93*	15	3

51) NC(=O)C(Cl)Cl
52) C=C(Nc1nc2ccc(C)cc2s1)C(=O)C(CC)C(=O)C(CC)CC1C(=O)NC(=O)NC1=O (stereo unspecified)
53) CC12CCC(O)CC1CCC1C2CCC2(C)C(c3ccc(=O)oc3)CC3OC312 (stereo unspecified)
54) COc1ccc2nc3ccccc3c(NCCCCN(C)CCCl)c2c1
55) COC(=O)C1=C(C)N2[C@H](C(=O)O)CS[C@@]2(C)[C@H](C(=O)OC)[C@H]1c1cccc([N+](=O)[O-])c1
Screen / compound no.	51	52	53	54	55
yeast mlh1 rad18	4	0	61	76*	11
sgs1 mgt1	-13	4	66	84*	17
rad50	3	-23	36	77*	26
yeast bub3	-1	-33	49	63	21
cln2 rad14	0	-32	48	70	-1
yeast mec2-1	-10	-14	32	71*	-21

56) Cc1cc(-n2c(/C=C/c3ccc(Cl)cc3)nc3cc(Cl)ccc3c2=O)on1
57) Cc1cccnc1NN=O
58) COc1ccc(C(C#N)C(C)=O)cc1 (stereo unspecified)
59) C[C@@H]1C[C@H]2CC[C@H](O2)[C@H](C)C(=O)O[C@@H](C)C[C@@H]2CC[C@@H](O2)[C@@H](C)C(=O)O[C@H](C)C[C@H]2CC[C@H](O2)[C@H](C)C(=O)O[C@@H](C)C[C@@H]2CC[C@@H](O2)[C@@H](C)C(=O)O1
60) Cc1nnn[n-]1.N.N.N.N.N.[Cl-].[Co+3]
Screen / compound no.	56	57	58	59	60
yeast mlh1 rad18	-11	14	-12	82*	-16
sgs1 mgt1	-13	-24	12	88*	-10
rad50	-27	-8	7	84*	3
yeast bub3	-10	-20	-4	84*	0
cln2 rad14	0	10	4	82*	2
yeast mec2-1	-34	-24	5	88*	-7

61) O=C(c1ccccc1)N1CC(Cl)CN(C(=O)c2ccccc2)CC(Cl)C1 (stereo unspecified)
62) CC1(C)CC(N2CCCCC2)=CC(=[N+]2CCCCC2)C1
63) O=C1C=CC(=Nc2ccc(N(CCCl)CCCl)cc2)C=C1
64) CCOC(CCCN1CCC2(CC1)C(=O)N(C)CN2c1ccccc1)(OCC)c1ccc(F)cc1
65) O=C1C=Cc2ccccc2C1=O
Screen / compound no.	61	62	63	64	65
yeast mlh1 rad18	26	-11	4	25	95*
sgs1 mgt1	38	22	13	16	88*
rad50	21	-7	39	8	84*
yeast bub3	16	-6	7	30	92*
cln2 rad14	15	0	4	2	46
yeast mec2-1	26	-2	19	21	89*

# 4 compounds from above, reduced to yeast mec2-1 and yeast mlh1 rad18:
no. | compound | yeast mec2-1 | yeast mlh1 rad18
50 | C/C=C/C(C)C1(CCC)C(=O)NC(=O)NC1=O (stereo unspecified) | 3 | -4
60 | Cc1nnn[n-]1.N.N.N.N.N.[Cl-].[Co+3] | -7 | -16
55 | COC(=O)C1=C(C)N2[C@H](C(=O)O)CS[C@@]2(C)[C@H](C(=O)OC)[C@H]1c1cccc([N+](=O)[O-])c1 | -21 | 11
17 | N#CC1(c2ccccc2)CCCC1 | 8 | 2

# Next part.
66) COC(=O)C1C(CO)ON2CCC(OC)(OC)C12 (stereo unspecified)
67) COP(=O)(CC(=O)CCCCC1OCCO1)OC
68) CN(C)CCNC(=O)c1cc(COC(=O)N(CCCl)CCCl)ccc1[N+](=O)[O-]
69) N.N.N.N.N.N#N.[Cl-].[Os+7]
70) CN1C2CCC1[C@H](C(=O)O)CC2 (stereo partly specified)
Screen / compound no.	66	67	68	69	70
yeast mlh1 rad18	0	-5	57	74*	-23
sgs1 mgt1	-9	1	56	61	-4
rad50	-9	2	38	56	-7
yeast bub3	-7	-5	36	59	2
cln2 rad14	23	-23	28	57	-9
yeast mec2-1	-8	0	37	59	-14

71) O=c1[nH]c2ccccc2n1CCCN1CCC(n2c(=O)[nH]c3cc(Cl)ccc32)CC1
72) COc1cc(N)c2c(c1O)CN(C)CC2
73) O=[As](O)(O)c1cccc(O)c1
74) O=C1NC(=O)C(F)(n2cc(F)c(=O)[nH]c2=O)C(O)N1 (stereo unspecified)
75) C=C1C(=O)OC2/C=C(\C)CC/C=C(\C)CC(OC(=O)/C(=C/CO)CO)[C@@H]12 (stereo partly specified)
Screen / compound no.	71	72	73	74	75
yeast mlh1 rad18	5	-5	-16	-55	-32
sgs1 mgt1	-12	-12	-9	-10	-26
rad50	-26	-6	-7	-48	-31
yeast bub3	-31	-9	9	-13	-25
cln2 rad14	-22	2	4	-40	2
yeast mec2-1	-29	-3	-7	-31	14

76) COc1ccc(CCl)cc1CCl
77) NS(=O)(=O)c1cc2c(cc1Cl)NC(/C(=N/NC(=O)c1ccncc1)C1C(=O)NC(=O)NC1=O)=NS2(=O)=O
78) N[C@H](Cc1ccc2oc3cc(=O)c4ccccc4c-3nc2c1)C(=O)O
79) CC1CC(C)OP(=O)(OCCC#N)O1 (stereo unspecified)
80) CC(=O)[CH-]C(=O)c1ccccc1.CC(=O)[CH-]C(=O)c1ccccc1.C[C@]12CCC(=O)C=C1CC[C@@H]1C2CC[C@@]2(C)C1CC[C@@H]2[O-].C[C@]12CCC(=O)C=C1CC[C@@H]1C2CC[C@@]2(C)C1CC[C@@H]2[O-].Cl.[Ti+4] (stereo partly specified)
Screen / compound no.	76	77	78	79	80
yeast mlh1 rad18	-44	15	39	27	73*
sgs1 mgt1	-7	22	25	7	79*
rad50	-24	19	21	25	77*
yeast bub3	-26	-5	35	25	77*
cln2 rad14	6	30	15	20	51
yeast mec2-1	-63	4	33	-2	71*

81) O=NO.O=NO.[NH-]C1CCCCC1[NH-].[Pd+2] (stereo unspecified)
82) CCOC(=O)P(=O)(OCC)OCC
83) C[N+](C)(C)CC(=O)O
84) COC(=O)C1CCC2CCCC1N2C (stereo unspecified)
85) CC(C)N[C@@H]1CCC[C@@H]2c3ccccc3[C@@]21O
86) CN(C)C(=O)Oc1c(Cl)cccc1Cl
Screen / compound no.	81	82	83	84	85	86
yeast mlh1 rad18	0	-1	-7&-3	0	6	14
sgs1 mgt1	15	-11	-6&-20	-7	-1	6
rad50	-11	7	-7&-4	-2	-4	28
yeast bub3	9	5	3&-29	-25	10	37
cln2 rad14	21	-1	-11&11	-25	-23	10
yeast mec2-1	13	-37	10&-11	-19	-5	24
